High-throughput results: PubChem, Broad Institute
RAD52 inh – inhibitors of human RAD52 DNA annealing | P43351 | recombinant RAD52 DNA annealing, FRET fluorescence | inhibition, % at 18.7 µM | actives 0.46% (n = 360,000);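 active = every replicate showing at least 50% inhibition; inconclusive = mean inhibition at least 50% but not in every replicate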
Target sequence (P43351 whole entry, looked up): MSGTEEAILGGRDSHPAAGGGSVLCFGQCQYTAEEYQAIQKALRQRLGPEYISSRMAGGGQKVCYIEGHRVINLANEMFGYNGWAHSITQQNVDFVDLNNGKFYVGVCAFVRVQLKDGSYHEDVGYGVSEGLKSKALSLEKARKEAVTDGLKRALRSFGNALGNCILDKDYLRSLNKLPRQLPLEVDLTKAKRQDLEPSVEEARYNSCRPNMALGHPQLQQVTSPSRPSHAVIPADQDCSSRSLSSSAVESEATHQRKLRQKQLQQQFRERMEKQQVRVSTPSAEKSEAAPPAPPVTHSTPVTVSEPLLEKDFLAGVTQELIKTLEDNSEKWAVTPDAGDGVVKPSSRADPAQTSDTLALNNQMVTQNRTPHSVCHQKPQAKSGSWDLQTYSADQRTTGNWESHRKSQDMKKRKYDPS
DENV2 CPE – inhibitors of DENV2 cytopathic effect; actives 1.7% (n = 350,000); DENV2-infected cells, cytopathic effect rescue, plate reader; CPE inhibition, % at 9.99 µM; in the data active = CPE inhibition above about 20%, passing the limit was not always enough; inconclusive = no clear call, values can overlap the other calls; tested in BHK-21 cells;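 note: 0% = median of neutral control wells and 100% = median of positive control wells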
Casp6 inh – blocks human caspase-6 cleavage activity. P55212. actives 0.53% (n = 350,000). AID 686996. purified caspase-6, Z-VEID-R110 cleavage fluorescence. inhibition, % at 12.5 µM;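 active = mean inhibition across replicates at least about 35%, with every replicate also reaching that limit, limit read from the data; inconclusive = only one of the two criteria met; inactive = neither criterion met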;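 note: 0% = median of neutral control wells and 100% = no fluorescence left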
Target sequence (P55212 24-179 limits assumed): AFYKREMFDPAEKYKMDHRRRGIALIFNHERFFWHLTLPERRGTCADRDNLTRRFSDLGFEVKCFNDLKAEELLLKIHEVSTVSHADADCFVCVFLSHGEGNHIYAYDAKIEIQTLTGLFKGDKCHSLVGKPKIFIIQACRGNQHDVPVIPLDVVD
Target sequence (P55212 194-293 limits assumed): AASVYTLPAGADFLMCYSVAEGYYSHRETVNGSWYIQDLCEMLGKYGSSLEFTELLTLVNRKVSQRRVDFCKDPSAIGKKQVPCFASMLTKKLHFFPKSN
F508del corr – correctors of CFTR F508del function in bronchial epithelial cells; CFBE cells, YFP halide quenching; stimulated with forskolin plus potentiator P3; % fluorescence drop versus neutral controls; activity (quench increase), % at 7.58 µM; actives 0.36% (n = 350,000); AID 720511;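 active = mean added fluorescence quench of at least 8% versus neutral control, with both replicates also reaching 8%; inconclusive = only one of the mean or replicate conditions met; inactive = mean below 8% and not both replicates reaching 8%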;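 note: cells transiently co-express mutant CFTR-F508del with the halide-sensitive YFP; corrector assay measuring rescue of mutant channel to the surface after 24 h compound exposure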
INS-1E GSIS act – GLuc luminescence reporter in INS-1E cells, primary screen for activators of glucose-dependent secretion of insulin | INS-1E GLuc reporter insulin secretion, 2-3 h | activation, % at 16.6 µM | actives 0.61% (n = 370,000);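 active = lowest replicate activation of at least 40%, so every replicate reaches that level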;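 note: 0% = median of neutral control wells and 100% = median of IBMX positive control wells; some compounds called inactive have numbers as strong as hits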
E-selectin induc – induces E-selectin expression in human endothelial cells | P16581 | HUVEC E-selectin immunofluorescence imaging; normalized: neutral wells 0, TNF-alpha wells 100 | actives 0.37% (n = 260,000) | AID 686992 | activation, % at 7.58 µM;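 active = mean E-selectin-positive cell signal at least 10% of the positive control, reached in at least 60% of replicates, without over 20% cell loss; inconclusive = no rule given, readout overlaps actives, possibly toxicity-flagged; inactive = the rest, including those meeting only one limit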;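 note: in these data hits start at about 27%; measured in HUVEC primary endothelial cells; signal is the percent of cells scored E-selectin positive by PE staining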
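Test system: HUVEC; input: 3,000 HUVEC/well; measured by: immunofluorescence imaging; read-out: % PE-positive cells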
Xi reactivation – X-chromosome reactivation activator; actives 0.055% (n = 360,000); activation, % at 7.58 µM; XiGFP mouse fibroblasts, % GFP-positive cells imaging, 3 d; cells co-treated with 5-aza-dC sensitizer; scaled so ellipticine positive control = 100%;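 active = mean normalized replicate activation at least 10% and every replicate at or above 10%; inconclusive = only one of the two criteria met; inactive = mean below 10% and not all replicates reach 10%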;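 note: 0% = median of on-plate neutral control wells and 100% = ellipticine 6 µM median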
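Assay system: SV40-immortalized XiGFP fibroblast cells, line 68-5-11; buffer or medium: DMEM plus 5-aza-dC sensitizer; compound: one concentration, pinned; timing: compounds 3 days, fix/stain 15 min at room temperature; benchmarks: positive control ellipticine, 6 µM final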
RAD54 branch – RAD54 (human) branch migration inhibition. Q92698. RAD54 Holliday junction branch migration, FAM/BHQ fluorescence. inhibition, % at 10.4 µM. actives 0.14% (n = 360,000). AID 602329;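 active = mean normalized replicate activity at least 40 and at least half of replicates scoring 40 or more; inconclusive = only one of the two criteria met; inactive = mean below 40 and under half of replicates reaching 40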;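 note: 0% = median of neutral control wells and 100% = median of positive control wells; inhibitors cause a drop in the FAM fluorescence signal; in these data hits start at about 50%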
An asterisk follows results filed as active; ? = inconclusive; . = no result given. Compounds were not picked by outcome; about 3.7% have a hit in one of these screens.

SMILES	RAD52 inh	DENV2 CPE	Casp6 inh	F508del corr	INS-1E GSIS act	E-selectin induc	Xi reactivation	RAD54 branch
C[C@@H]1CN([C@H](C)CO)C(=O)c2cc(NC(=O)Nc3ccccc3)ccc2O[C@@H](C)CCCCO[C@@H]1CN(C)S(=O)(=O)c1cn(C)cn1	18.5	-2.3	1.0	1.2	19.8	-0.1	0.4	0.4
COc1ccccc1/C=N/Nc1cc(N(C)C)nc(N(C)C)n1	-4.5	0.4	0.3	1.0	5.4	-0.2	0.5	.
O=[N+]([O-])c1cccc(C2CC(c3ccccc3)=NN2c2ccccc2)c1 (centres undefined)	-14.0	-9.2	-1.8	-2.0	-16.2	-0.2	-0.1	1.5
CNS(=O)(=O)c1ccc(NC(=O)c2ccc(Cl)cc2Cl)cc1	-4.1	-2.0	-0.5	.	0.0	-0.1	0.1	.
CCCNC(=O)N1CCC2(CC1)CN(C(=O)c1cccnc1)[C@@H](CO)c1[nH]c3cc(OC)ccc3c12	.	?	.	-0.1	20.9	0.5	0.0	.
COCC(=O)Nc1cc(=O)n(C)c(=O)n1C	-6.4	10.5	-2.9	-1.9	.	-0.1	-0.1	-5.1
Cc1cc(NC(=O)CSCC(=O)Nc2nc3c(C)cccc3s2)no1	-12.0	?	4.8	-0.6	-1.5	.	0.0	-4.4
Cc1cc(C(=O)Nc2ccc3c(c2)C(=O)N(C)[C@@H]2CC[C@@H](CC(=O)NC4CCCC4)O[C@H]2CO3)no1	-3.4	-0.8	-0.3	2.4	2.6	0.1	0.3	1.1
COC(=O)c1ccc(/C=C2/SC(=S)N(CCC(=O)NCCCN3CCOCC3)C2=O)cc1	-15.6	9.3	-7.1	-1.6	9.6	.	0.4	-2.2
O=C(CN1CCN(c2ccccc2O)CC1)Nc1ccc2c(c1)OCCCO2	3.3	-0.3	-0.6	2.1	1.6	-0.2	-0.1	2.7
COc1ccc(NC(=O)Nc2ccc3c(c2)CC(=O)N([C@H](C)CO)C[C@@H](C)[C@H](CN(C)CC2CCCCC2)O3)cc1	-1.3	-1.7	-0.7	0.6	17.5	-0.2	0.1	-5.7
CC(=O)N1CCCCN2[C@@H](CO)[C@H](c3ccc(Br)cc3)[C@@H]2C1	6.7	0.8	-1.5	-0.2	-6.5	0.1	0.2	12.0
O=S(=O)(NCCSc1ccccn1)c1ccc(Br)cc1	-15.8	3.7	0.9	2.5	27.3	-2.9	0.0	0.5
CCOc1nc(NC(=O)NS(=O)(=O)c2ccccc2F)nc(-c2ccccc2)n1	-9.7	6.2	-4.0	1.9	36.8	.	0.2	.
CNS(=O)(=O)c1c(C)cc(C)c(N(C)S(=O)(=O)c2ccccc2)c1C	-1.4	12.8	5.7	-3.0	36.6	.	0.2	.
COc1cccc(NC(=O)N2CCCC2)c1	-16.0	-1.4	-2.3	1.7	5.2	.	0.0	-12.9
Cc1ccc(C(=O)NCc2ccco2)cc1S(=O)(=O)N1CCCCC1	-48.7	-4.9	7.4	1.3	.	.	.	-8.6
CCN(CC(=O)Nc1c(F)cccc1F)C(=O)/C=C/c1ccc(C)o1	-8.2	12.9	9.6	2.6	-36.0	-0.1	-0.1	-6.8
COc1ccc(NC(=O)Nc2ccc3c(c2)CC(=O)N([C@@H](C)CO)C[C@H](C)[C@H](CN(C)C(=O)Nc2cccc4ccccc24)O3)cc1	.	7.4	.	-5.6	-13.3	0.0	0.0	-5.6
O=C(CN(C(=O)C1CSC(=O)C1)c1ccc(F)cc1)NCc1ccc2c(c1)OCO2 (centres undefined)	-3.3	3.7	2.4	-0.7	3.2	.	0.2	-1.9
Cn1cc2ccc([N+](=O)[O-])cc2n1	-7.0	-3.5	-0.2	-0.2	-5.2	0.0	0.0	.
O=C(c1ccccc1)N1CC[C@@H]2[C@H]1c1cc(C#CC3CCCCC3)ccc1N[C@@H]2CO	-18.2	52.2*	-0.9	-1.0	-4.4	.	0.0	.
CCc1cc(C(=O)c2ccc(OC)cc2)c(N)s1	-8.9	-3.1	1.4	-2.3	3.2	10.1	0.4	-3.4
COc1ccc(CN(C)C[C@H]2Oc3ccc(NC(=O)CCCN(C)C)cc3C(=O)N([C@H](C)CO)C[C@H]2C)cc1	-6.2	-5.3	-0.2	-1.0	10.8	34.9*	0.5	.

Limited to RAD52 inh and Xi reactivation, for some of the entries so far:
Structure | RAD52 inh | Xi reactivation
COc1ccc(NC(=O)Nc2ccc3c(c2)CC(=O)N([C@@H](C)CO)C[C@H](C)[C@H](CN(C)C(=O)Nc2cccc4ccccc24)O3)cc1 | . | 0.0
O=C(CN(C(=O)C1CSC(=O)C1)c1ccc(F)cc1)NCc1ccc2c(c1)OCO2 (centres undefined) | -3.3 | 0.2
Cn1cc2ccc([N+](=O)[O-])cc2n1 | -7.0 | 0.0
O=C(c1ccccc1)N1CC[C@@H]2[C@H]1c1cc(C#CC3CCCCC3)ccc1N[C@@H]2CO | -18.2 | 0.0
CCc1cc(C(=O)c2ccc(OC)cc2)c(N)s1 | -8.9 | 0.4
COc1ccc(CN(C)C[C@H]2Oc3ccc(NC(=O)CCCN(C)C)cc3C(=O)N([C@H](C)CO)C[C@H]2C)cc1 | -6.2 | 0.5

Continued.
SMILES	RAD52 inh	DENV2 CPE	Casp6 inh	F508del corr	INS-1E GSIS act	E-selectin induc	Xi reactivation	RAD54 branch
C[C@H]1CCCCO[C@H](CN(C)Cc2ccc(C(=O)O)cc2)[C@@H](C)CN([C@@H](C)CO)C(=O)c2cc(NS(C)(=O)=O)ccc2O1	-6.6	-10.2	0.4	-0.9	15.1	0.2	0.3	0.2
CCCNC(=O)N1CCC2(CC1)CN(Cc1ccc(F)cc1)[C@@H](CO)c1[nH]c3cc(OC)ccc3c12	-21.3	10.1	0.3	1.3	4.6	-0.6	0.2	.
CCc1nc(NC(=O)c2sc(C)nc2C)sc1C(=O)OC	-17.3	-4.9	-1.0	2.2	19.7	0.0	0.1	-4.4
O=C(Oc1ccccc1C(=O)Oc1ccccc1)c1cccnc1	-1.0	5.0	1.6	-0.9	.	-0.8	0.2	.
O=C1CC(c2ccc(Cl)cc2)CC(=O)C1CS(=O)(=O)c1ccccc1 (centres undefined)	-15.7	-1.6	7.3	1.7	11.5	.	0.1	.
NS(=O)(=O)c1ccc(CNC(=O)Cc2ccccc2F)cc1	-16.3	4.2	.	3.4	7.9	0.0	0.0	.
COc1cccc(CNC(=O)[C@@H]2CCCN2C(=O)[C@H]2CCCCN2C(=O)c2ccc(Cl)cc2)c1	-10.8	77.9*	-1.1	-5.5	-13.5	0.3	-0.1	.
Cn1c(SCC(=O)Nc2ccc3c(c2)OCCO3)nnc1-c1cccnc1	-5.4	6.7	-2.5	-0.7	17.4	.	0.3	-2.0
CCOC(=O)C1=C(C)Nc2ccccc2N=C1NC(=O)C(CC)c1ccccc1 (centres undefined)	-4.8	4.1	-3.8	0.4	-8.2	-0.2	-0.1	.
O=C(Nc1ccccc1)c1nc[nH]c1C(=O)NCCCCNC(=O)c1[nH]cnc1C(=O)Nc1ccccc1	-17.3	-3.7	2.5	-0.3	-6.3	0.4	0.1	-3.1
O=C(CCC(=O)N(CC(=O)NC1CCCC1)Cc1ccccc1)Nc1nccs1	-12.8	5.3	-0.2	3.3	17.5	.	-0.1	3.2
Cc1ccoc1C(=O)Nc1cccc2ccccc12	-18.5	-5.1	-0.7	-1.2	-9.6	.	0.0	6.6

An excerpt of these results, comma-delimited.
mol,RAD52 inh,DENV2 CPE,Casp6 inh,F508del corr,INS-1E GSIS act,E-selectin induc,Xi reactivation,RAD54 branch
CCCNC(=O)N1CCC2(CC1)CN(Cc1ccc(F)cc1)[C@@H](CO)c1[nH]c3cc(OC)ccc3c12,-21.3,10.1,0.3,1.3,4.6,-0.6,0.2,.
CCc1nc(NC(=O)c2sc(C)nc2C)sc1C(=O)OC,-17.3,-4.9,-1.0,2.2,19.7,0.0,0.1,-4.4

Next part
SMILES	RAD52 inh	DENV2 CPE	Casp6 inh	F508del corr	INS-1E GSIS act	E-selectin induc	Xi reactivation	RAD54 branch
O=C(C[C@H]1CC[C@@H]2[C@H](COC[C@H](O)CN2C(=O)c2ccccn2)O1)N1CCN(c2ccccc2)CC1	-28.1	38.9*	-1.4	2.9	4.0	0.0	0.0	3.7
COc1ccc(OCC(=O)NNC(=S)NC(=O)C2CCCCC2)cc1	-0.1	3.5	-1.2	0.9	42.2	0.0	0.1	2.4
C[C@@H]1CN([C@H](C)CO)C(=O)c2cc(NS(=O)(=O)c3cn(C)cn3)ccc2O[C@H]1CN(C)Cc1ccc2c(c1)OCO2	-5.6	-3.6	-0.7	-2.0	11.7	.	0.1	8.2
C/C=C/c1cccc(-c2nc(C(=O)NCc3ccccc3)cc3c2[C@@H](CCO)N([S@](=O)C(C)(C)C)C3)c1	6.6	-0.3	-9.6	-1.0	8.1	0.6	0.0	-1.0
N#C/C(=N\Nc1ccc(Cl)cc1)C(=O)c1ccsc1	-178.8	-15.0	1.0	1.7	-10.8	0.0	4.8	2.0
CC(C)=CCC/C(C)=C/CNC(=O)C[C@H]1C[C@H](C(=O)N2CCCCC2)[C@@]2(CCc3ccccc3)c3[nH]c4cc(CCC(=O)N(C)C)ccc4c3CCN2C1=O	-17.8	3.1	1.3	-1.5	.	.	0.2	-0.9
CC1=C(C(=O)Nc2ccccc2)C(c2cccs2)n2nnnc2N1 (centres undefined)	-6.7	-5.0	4.5	-1.5	-4.6	.	.	10.9
COc1ccc(CC(=O)OCC(=O)Nc2ccc3[nH]c(=O)[nH]c3c2)cc1OC	-9.5	-0.9	-3.2	-1.9	.	-0.1	0.4	-5.8
CCOc1ccc(CNC(=S)NCc2ccc(OCC)cc2)cc1	-4.6	1.0	-3.2	-0.8	-14.2	.	0.0	.
CCCCN(C(=O)CCC(=O)Nc1cc(C)on1)C(C(=O)NC1CCCC1)c1ccc(F)cc1 (centres undefined)	-0.6	-1.5	-3.5	0.9	-39.8	-0.1	1.6	6.4
CCCN(CC(=O)Nc1ccc(F)c(F)c1F)CC(=O)Nc1c(C)n(C)n(-c2ccccc2)c1=O	-1.1	5.5	-3.1	1.5	-9.4	-0.5	-0.1	4.0
O=[N+]([O-])c1ccc(COc2ncnc3ccccc23)cc1	-14.2	-8.9	-0.3	0.2	-2.4	-0.1	0.3	.
O=C(C[C@H]1CC[C@H](NC(=O)Nc2cc(F)ccc2F)[C@H](CO)O1)Nc1ccccc1	3.1	2.3	-4.1	1.2	13.2	-0.3	-0.2	-10.0
Cc1ccc(NC(=O)C(C)S)cc1 (centres undefined)	-13.7	5.9	-2.2	-1.5	-9.5	.	0.0	-0.6
COc1ccccc1C#Cc1ccc([C@@H]2[C@@H](CO)N(C(=O)C3CCCCC3)[C@H]2C#N)cc1	-18.4	1.6	-2.7	-0.3	5.4	-0.4	-0.1	-16.3
O=C(NC[C@@H]1[C@@H](c2ccccc2)[C@H](CO)N1C(=O)Cc1cccnc1)C1CCC1	.	15.3	.	1.3	2.5	0.0	0.1	4.3
C[C@@H]1CN([C@@H](C)CO)C(=O)c2cc(Br)cnc2O[C@@H]1CN(C)Cc1ccc(C(=O)O)cc1	-4.0	19.0	2.6	-1.0	.	-0.1	-1.2	-0.6
